Source: PubChem BioAssay
SMN2 splice enh: increases expression of the SMN2 splice variant. HEK293 SMN2-luciferase splicing reporter, luminescence, 30-36 h. Potency, µM (titrated, usually from 46.1 µM), inactives show at the highest dose activity change, positive = activation, hits mostly activators. hit rate 2.8% among 210,000. AID 1458; also: % of control where 0% means no effect; nearly all actives have a fitted effect of over 55% in size
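HEK293 cells carry an SMN2 […]–luciferase reporter in which exon 7 inclusion puts luciferase in frame. Cells were plated 10-12 h before compound addition, then incubated 30-36 h at 37C. ONE-Glo luminescence was read; sodium butyrate at 4.5 mM final served as control.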
NPSR antag: neuropeptide S receptor (human) antagonism, cAMP | Q6W5P4 | CHO-NPSR cells, cAMP TR-FRET, antagonist mode | Potency, µM (doses to about 38.3 µM), for the others: top-dose activity change, negative = inhibition, actives largely listed as inhibitors | hit rate 1% among 220,000 | AID 1461; also: % is scaled to controls: 0 for no effect and ±100 for the full control effect; nearly all actives have a fitted effect of over 50% in size; many of its hits are not listed in these tables
GoLoco inh red: blocks human Gai1 binding to RGS12 GoLoco peptide, red readout. Gai1:RGS12 GoLoco peptide FP, rhodamine, 10 min. Potency, µM (titrated, usually from 61.6 µM), without a hit: at the top dose activity, negative = inhibition, hits mostly inhibitors. hit rate 0.44% among 230,000. P63096; active = well fitted inhibition curve with a large enough effect, not every such curve was filed as active; inactive = no such curve, though single readings can be large or run the other way; also: % is scaled to controls: 0 for no effect and ±100 for the full control effect; nearly all actives have a fitted effect of over 30% in size; many of its hits are not listed in these tables
KDM4E inh: JMJD2E (human) inhibition | Potency, µM (series often up to 57.1 µM), for inactives: top-dose activity change, negative = inhibition, hits mostly inhibitors | hit rate 1.6% among 230,000 | JMJD2E catalytic domain, FDH-coupled NADH fluorescence (FDH is formaldehyde dehydrogenase) | B2RXH2 | AID 2147; active = well fitted inhibition curve with a large enough effect, not every such curve was filed as active; inconclusive = small, poorly fitted or top-dose-only effect, or another doubt; inactive = no such curve, though single readings can be large or run the other way;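 also: 0% = wells with enzyme and -100% = buffer wells without enzyme; nearly all actives have a fitted effect of over 50% in size; many of its hits are not listed in these tables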
Target sequence (B2RXH2 1-337 limits assumed): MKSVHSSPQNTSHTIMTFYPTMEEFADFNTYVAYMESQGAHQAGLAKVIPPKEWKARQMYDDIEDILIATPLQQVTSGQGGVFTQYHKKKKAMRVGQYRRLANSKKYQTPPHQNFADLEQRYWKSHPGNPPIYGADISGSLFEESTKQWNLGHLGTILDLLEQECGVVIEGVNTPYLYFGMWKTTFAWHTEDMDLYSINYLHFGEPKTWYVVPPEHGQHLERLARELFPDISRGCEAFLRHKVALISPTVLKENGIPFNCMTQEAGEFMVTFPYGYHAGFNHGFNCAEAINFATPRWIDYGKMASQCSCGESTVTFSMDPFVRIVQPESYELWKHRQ
RECQ1 inh: RECQ1 (human) helicase inhibition; RECQ1 DNA unwinding, red fluorescence kinetic read; Potency, µM (titrated, usually from 57.3 µM), for the others: top-dose activity, negative = inhibition, most hits filed as inhibitors; hit rate 0.54% among 240,000;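 also: plate controls were vehicle for no effect and no enzyme for full effect; nearly all actives have a fitted effect of over 30% in size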
Target sequence (P46063 whole entry, looked up): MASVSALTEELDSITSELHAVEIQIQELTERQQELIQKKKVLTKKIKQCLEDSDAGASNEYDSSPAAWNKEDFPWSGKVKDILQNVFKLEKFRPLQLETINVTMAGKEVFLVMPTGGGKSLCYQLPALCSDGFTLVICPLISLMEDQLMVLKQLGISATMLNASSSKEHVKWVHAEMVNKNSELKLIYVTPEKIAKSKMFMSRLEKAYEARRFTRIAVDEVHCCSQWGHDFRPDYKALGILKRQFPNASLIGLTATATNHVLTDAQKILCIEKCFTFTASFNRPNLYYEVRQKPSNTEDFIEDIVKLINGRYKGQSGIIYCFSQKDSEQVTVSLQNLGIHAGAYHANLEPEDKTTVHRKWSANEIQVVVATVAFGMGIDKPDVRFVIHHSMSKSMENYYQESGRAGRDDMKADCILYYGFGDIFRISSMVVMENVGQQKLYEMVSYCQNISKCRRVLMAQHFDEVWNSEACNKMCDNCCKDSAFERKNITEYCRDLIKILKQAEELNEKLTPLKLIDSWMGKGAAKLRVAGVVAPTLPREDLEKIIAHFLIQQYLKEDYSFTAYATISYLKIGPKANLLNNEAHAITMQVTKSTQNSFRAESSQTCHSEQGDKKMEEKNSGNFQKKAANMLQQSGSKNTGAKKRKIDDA
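50 nM RECQ1T1 preincubated 15 min with compound in Tris pH 8.0 buffer with MgCl2, DTT, Tween-20 and 2.5 ug/ml poly(dI-dC); started with 200 nM TAMRA/BHQ-2 forked duplex and 2 mM ATP. Unwinding read as fluorescence (525/598 nm), two reads 2 h apart.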
Luc counter: blocks Kinase-Glo luciferase, a counter-screen artifact. Kinase-Glo luciferase, ATP luminescence, 8 min. hit rate 0.28% among 200,000. Q27757. Potency, µM (doses to about 38.3 µM), inactives show top-dose activity change, negative = inhibition, most hits filed as inhibitors. AID 1379; also: % is scaled to controls: 0 for no effect and ±100 for the full control effect; nearly all actives have a fitted effect of over 60% in size
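Luminescence was the read-out, taken after 8-minute incubation at ambient temperature. Luciferase turned over luciferin with 10 uM ATP in imidazole pH 7.2 buffer containing KCl, MgCl2, Tween 20 and BSA.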
IMPase Li inh: membrane-permeable IMPase blocker, potentiated with lithium; CHO-M1 cells, IP1 TR-FRET (IP-One), carbachol + lithium; Potency, µM (titrated, usually from 59.4 µM), for the others: top-dose activity, negative = IMPase inhibition, most hits filed as inhibitors; hit rate 0.35% among 210,000;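 also: IP1 builds up when IMPase is blocked and the TR-FRET signal falls; plate controls were basal vehicle for no effect and high inhibitor control for full effect; nearly all actives have a fitted effect of over 50% in size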
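CHO-M1, 2000 cells/well, 16–30 h culture; cpd + low Li+, 30 min 37C; lysis with d2-IP1/Eu-anti-IP1 Ab, 10 min RT; TR-FRET 665/620 ratio and 620 channel; AC50 via Hill.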
Epigenetic derep: derepresses silenced GFP reporter in murine cells | murine LDR cells, GFP reporter derepression, 30 h | Potency, µM (series often up to 53.9 µM), without a hit: at the top dose GFP activation, hits mostly activators | hit rate 0.2% among 280,000 | AID 1865; also: % of control where 0% means no effect; nearly all actives have a fitted effect of over 60% in size
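In this reporter-derepression format, murine cells bearing a silenced integrated CMV-GFP locus incubate with test compound (30 h, 37 C), then are washed and imaged; fluorescent objects of 20–120 um count as induced cells.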
* hit, by the source's call; i = inactive; u = inconclusive; x = no result given; [ ] = remark or other dose. Unless noted, calls follow the shape of the dose curve; as a rule, active = well fitted curve in the direction sought with a large enough effect; inconclusive = small, poorly fitted or top-dose-only effect, or another doubt; inactive = no such curve, though single readings can be large; an effect the other way counts as inactive or inconclusive. Potency is read from the fitted curve at half-maximal effect.

Results follow in this order: SMN2 splice enh, NPSR antag, GoLoco inh red, KDM4E inh, RECQ1 inh, Luc counter, IMPase Li inh, Epigenetic derep
COc1ccc(/C=C/C(=O)N2c3ccccc3Sc3ccc(C(F)(F)F)cc32)cc1
 : x, -54%, 47%[activator], -6%, -2%, 0%, u, -0.9%
CC(NC(=O)CSc1nc2c(c(C(F)(F)F)n1)CCc1ccccc1-2)c1ccccc1 (stereo unspecified)
 : -28%, u, 2%, 8%, 0%, 3%, 13%, 2.0%
O=C(Cc1cccs1)Nc1ccc(S(=O)(=O)Nc2ncccn2)cc1
 : 9%, 3%[46.1 µM], 78%[activator], -4%, u, 1%, -7%[38.3 µM], 0.0%
COc1ccc(S(=O)(=O)Nc2ccc(S(=O)(=O)Nc3ccc(F)cc3)cc2)cc1C
 : 7%, -36%, -1%, -6%, -7%, 1%, 1%, -0.1%
COc1ccccc1NC(=O)CSC1=NCCN1
 : 7%, 16%, 5%, -4%, -1%, 1%, 12%, 4.5%
Cc1ccc(-c2csc(/C(C#N)=C/Nc3ccccc3SC(F)(F)F)n2)cc1
 : -19%, -10%[46.1 µM], -9%, -2%, -3%, -2%, -3%, 0.0%
Cc1ccc(N2CC(C(=O)NCCCn3ccnc3)CC2=O)cc1 (stereo unspecified)
 : 2%, -6%[46.1 µM], -5%, 3%, i, -1%, 15%[38.3 µM], -1.0%
COc1ccc(S(=O)(=O)N2CCC(CN3C(=O)c4cccc5cccc(c45)C3=O)CC2)cc1
 : -9%[1.84 µM], 11%, 3%, 9%, 0%, 0%, -3%, 0.9%
CCOc1ccc(S(=O)(=O)N(C)c2ccc(OCC(=O)NCCc3ccc(OC)cc3)cc2)cc1
 : x, 1%, 2%, 14%, 1%, x, x, -1.2%
C=CCn1c(Cc2cccs2)nnc1SCC(=O)Nc1ccc(OC)cc1
 : 0%, -6%[46.1 µM], 6%, 4%, i, 0%, 17%[38.3 µM], -2.3%
CCOCC(=O)Nc1ccc(OCc2ccccc2)cc1
 : u, -9%, 14%, 1%, 22%, -18%, 9%, -1.3%
CC(C)OC(=O)CNc1n[nH]c(=S)[nH]c1=O
 : x, u, -18%, -23%, -1%, 0%, 11µM*, 0.0%
COc1cc2cc(CN(Cc3cccnc3)C(=O)Nc3ccccc3F)c(=O)[nH]c2cc1OC
 : x, -9%, 1%, u, -8%, -3%, -14%, 1.1%
C[C@@H]1OC(OC2C(OC3CC[C@@]4(C)C5CC=C6C7CC(C)(C)CC[C@@]7(C(=O)O)CCC6(C)C5(C)CCC4[C@]3(C)CO)OCC(O)C2O)C(O)C(O)C1O (stereo partly specified)
 : 2%, x, -6%, -3%, i, -2%, 22%, 4.5%
O=S1(=O)c2ccccc2N=NN1Cc1ccc(Cl)cc1
 : 30%, -8%[46.1 µM], -8%, 3%, -6%, -2%, 31%[activator][38.3 µM], 1.7%
C=CCn1c(=N)n(CC(=O)OC)c2ccccc21
 : 2%, -5%[46.1 µM], -8%, -2%, -15%, -2%, -5%[38.3 µM], -2.6%
CCOc1ccccc1N1CCN(CC(=O)Nc2cc(C)on2)CC1
 : -4%, 9%, 0%, -1%, -7%, 4%, 7%, -2.6%
COc1ccccc1CNC(=O)Cn1nnc(-c2ccncc2)n1
 : 3%, -4%[46.1 µM], 26%, -17%, 3%, -7%, -3%[38.3 µM], -4.0%
CCc1cccc(CC)c1NC(=S)N1CCn2cccc2C1c1ccncc1 (stereo unspecified)
 : -3%, -1%, 14%, -18%, -1%, -3%, -14%, 0.0%
Cc1ccccc1OCCC(=O)NCCc1ccc(S(N)(=O)=O)cc1
 : -9%[1.84 µM], 6%, 3%, 5%, 1%, 2%, 0%, 0.0%
CO/N=C/c1c(-c2ccccc2)nn(C)c1Cl
 : -19%, 2%, -1%, 5%, i, -3%, -12%, -0.5%
O=C(NNC(=S)Nc1ccc(Cl)cc1)c1ccccc1OC(F)F
 : -36%[inhibitor], 0%, 0%, u, -5%, -3%, 2%, -0.9%
COc1ccc(N2C(=O)CCC(C(=O)N3CCCCC3)C2c2ccc(F)cc2)cc1 (stereo unspecified)
 : x, -12%[46.1 µM], 12%, 9%, -3%, -2%, 31%[38.3 µM], -2.1%
CCC(O)c1cc2c(cc1NC(=O)c1ccc(C)cc1)OCCO2 (stereo unspecified)
 : -4%, -28%[46.1 µM], -5%, 3%, -16%, 3%, 1%[38.3 µM], 0.0%
COc1ccc(C(=O)NCc2cccnc2)cc1Br
 : -5%, 7%[46.1 µM], 254%, 7%, -7%, 0%, 22%[38.3 µM], 4.0%
O=C(CN(C(=O)CNC(=O)c1ccco1)c1ccc2c(c1)OCO2)NC1CCCCC1
 : 13%, -20%[7.67 µM], 11%, 5%, -5%, -5%, 2%[38.3 µM], -2.8%
COC(=O)N1CCC2(CC1)CN(c1cccc(-c3ccccc3)c1)C2
 : -22%, x, 5%, x, i, -1%, -3%, x
O=C(NCc1cccc(Cl)c1)NCc1cccc(Cl)c1
 : 14%, 22%, 0%, 0%, -7%, -3%, 0%, 4.5%
CC(C)(C)n1ncc(Oc2ccccc2[N+](=O)[O-])c(Cl)c1=O
 : -40%[inhibitor], 15%, -1%, 5%, -18%, 1%, 2%, -1.0%
COC(=O)C1=C(C(=O)OC)[C@@H]2Nc3ccccc3[C@@]23C[C@@H](C(=O)OC)N(S(=O)(=O)c2ccc(C#N)cc2)C3=N1
 : -2%[9.22 µM], x, 4%[14.2 µM], 3%[11.4 µM], -2%[11.5 µM], -9%[7.66 µM], -3%, x
CC1CCC(C(C)C)C(OCC(O)CNC(C)c2ccccc2)C1 (stereo unspecified)
 : -14%, u, 2%, 1%, 2%, -1%, 10%, 11%
CCN1C(=O)c2ccc(C(=O)Nc3nccs3)cc2C1=O
 : 2%, 5%[46.1 µM], 8%, 1%, 7%, 0%, 33%[activator][38.3 µM], 0.9%
CCOC(=O)CN1C(=O)N[C@@H](c2cccc(C(F)(F)F)c2)C(C(C)=O)=C1C
 : 10%[9.22 µM], x, 1%[14.2 µM], -1%[11.4 µM], i[11.5 µM], -1%[7.66 µM], 3%, x
CC1=CCC(C(=O)O)(C(=O)N/N=C/c2cccs2)C(c2ccc(Cl)cc2)C1 (stereo unspecified)
 : -12%, -20%[46.1 µM], 9%, 3%, i, -2%, 15%[38.3 µM], 2.0%
O=C(NCCc1ccccc1)c1cc2sccc2n1Cc1ccccc1
 : -10%, 7%[46.1 µM], -13%, 1%, 0%, 0%, 6%[38.3 µM], -0.1%
CC1(C)Cc2c(C#N)c(N3CCN(C(=O)c4ccccc4)CC3)nc(-c3ccco3)c2CS1
 : 20%, u, 0%, 5%, -1%, 4%, -3%, -0.8%
O=C(CNC(=O)c1ccccc1)N/N=C/c1ccccc1Cl
 : -17%, 0%, 2%, 0%, i, 3%, -2%, 0.6%
O=C(O)CSc1cccc2cccc(C(=O)O)c12
 : -4%, -4%[46.1 µM], -14%, -2%, -8%, 0%, 0%[38.3 µM], 1.3%
O=C(Nc1ccc(S(=O)(=O)NC2=NCCCCC2)cc1)c1ccc(=O)[nH]c1
 : 4%, 21%, 3%, 7%, i, 2%, -1%, -1.9%
FC(F)(F)c1cccc(NC(=S)Nc2cccc(Cl)c2)c1
 : u, -9%[46.1 µM], -7%, 7%, 6%, -2%, 5%[38.3 µM], 0.0%
Cc1nc(SCC(=O)Nc2cc(C)on2)c2c(C)c(C)sc2n1
 : x, 8%[46.1 µM], x, 9%, -5%, x, x, -5.9%
O=C(Nc1nc(-c2ccccn2)cs1)C12CC3CC(CC(O)(C3)C1)C2
 : 11µM*, -8%, 8%, u, 2%, -3%, 8%, -1.4%
CC(C)CN(C(=O)COC(=O)c1ccc([N+](=O)[O-])o1)C1CCS(=O)(=O)C1 (stereo unspecified)
 : 8%, 20%, -21%, -9%, i, -4%, -2%, -1.0%
Cc1ccc2sc(NC(=O)c3ccc(N4C(=O)CCC4=O)cc3)nc2c1C
 : -13%, u, 18%, u, u, -2%, u, 0.0%
Cc1cccc2cc(C3CC(c4cccs4)=NN3S(C)(=O)=O)c(Cl)nc12 (stereo unspecified)
 : x, 12%[7.67 µM], 96%[activator], u, -25%, x, x, -0.3%
O=c1cc(O)n(-c2ccccc2)c(=S)[nH]1
 : 5%, -1%[46.1 µM], 62%[activator], -11%, u, 2%, 1%, 0.1%
CC(C)(C)NC(=S)NNC(=O)c1ccccc1Cl
 : 21%, 24%, -8%, 2%, -2%, 3%, 2%, -1.0%
O=C(Cn1nnc(-c2ccccc2F)n1)Nc1ccc(S(=O)(=O)NC2CCCC2)cc1
 : -5%, -18%[46.1 µM], 37%[activator], -2%, -16%, 1%, -16%[38.3 µM], 7.8%
OCc1ccccc1O[C@H]1OC(CO)C(O)C(O)C1O (stereo partly specified)
 : -5%, x, 1%, 2%, -2%, -3%, 7%, -2.9%
Cc1ccc(C)c(S(=O)(=O)Nc2nc3ccc(S(N)(=O)=O)cc3s2)c1
 : x, 16%, -1%, u, -24%, x, -6%, -0.3%
COc1ccc([N+](=O)[O-])cc1N(CC(=O)N1CCCC1)S(C)(=O)=O
 : 3%, 11%, 0%, -39%, 10%, 0%, 6%, 1.9%[10.1 µM]
COc1ccc(CCC(=O)N2CCc3ccccc32)cc1
 : 0%, -22%[46.1 µM], 3%, -3%, -5%, -4%, -21%[38.3 µM], 3.9%
O=C(CN1C(=O)C(=O)N(C2CCCC2)C1=O)Nc1ccc(N2CCOCC2)cc1
 : -18%, 12%, 14%, 3%, i, -5%, 0%, 2.1%
CC12c3ccccc3C(c3ccccc31)C1C(=O)N(c3cccnc3)C(=O)C12 (stereo unspecified)
 : 1%[1.84 µM], 1%, 24%, -6%, -2%, 0%, 17%, -0.9%

An excerpt; count on the stated rates, not on these rows.
